Screening results as filed in PubChem.
RXFP1 agonist: RXFP1 (human) receptor agonism; HEK293T-RXFP1 cAMP TR-FRET, 30 min; response scale: percent of porcine relaxin response, buffer zero; AID 2676; Potency, µM (highest dose often 57.5 µM), for the others: at the highest dose activation, usual class: activators; Q9HBX9; hit rate 0.3% among 370,000; further: potency means the concentration at half of the fitted maximal effect; on the % scale 0 is the no-effect control and ±100 the full control effect; nearly all actives have a fitted effect of over 60% in size; many of its hits are not listed in these tables
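Agonist response is measured as cAMP accumulation in an RXFP1-transfected HEK293T line under PDE4 inhibition. Values are scaled between buffer-only and 29 nM porcine relaxin, and EC50s come from standard Hill equation fits.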
Vif-APOBEC3F blk: blocks the Vif interaction with APOBEC3F; HeLa A3F-eYFP + Vif (tagged APOBEC3F with the HIV-1 protein that degrades it), YFP fluorescence increase; Potency, µM (doses to about 46.1 µM), inactives show at the top dose activity, negative = active; hit rate 0.2% among 390,000; further: potency means the concentration at half of the fitted maximal effect; % of control where 0% means no effect; nearly all actives have a fitted effect of over 65% in size
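HeLa cells stably expressing A3F-eYFP plus Vif, plated and incubated overnight at 37 deg C, then exposed to compounds overnight at 37 deg C. Blocked degradation read as raised yellow fluorescence (Ex 488/Em 500-530).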
GRP78 ERSR act: inducers of ER stress response in human glioma cells; Potency, µM, without a hit: at the top dose activation, actives largely listed as activators; hit rate 0.02% among 420,000; U87-MG GRP78 promoter luciferase reporter, 16 h; further: potency means the concentration at half of the fitted maximal effect; series mostly up to about 76 µM; % of control where 0% means no effect; nearly all actives have a fitted effect of over 35% in size
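Stably transfected U87-MG human glioma cells carrying a GRP78-based luminescent sensor were seeded at 1000 cells/well, pin-dosed with compounds and incubated 16 h. Luciferase reagent was then added, and end-point luminescence was read after 10 min at room temperature.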
Vif-APOBEC3G blk: inhibitors of Vif-APOBEC3G interaction | Q9HC16 | HeLa A3G-eYFP + Vif (tagged APOBEC3G with the HIV-1 protein that degrades it), YFP fluorescence, overnight | Potency, µM (highest dose often 46.1 µM), for the others: at the highest dose activity, negative = active, most hits filed as inhibitors | hit rate 0.076% among 410,000;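 further: potency means the concentration at half of the fitted maximal effect; on the % scale 0 is the no-effect control and ±100 the full control effect; nearly all actives have a fitted effect of over 60% in size; hits raise eYFP signal because A3G escapes Vif-driven loss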
Target sequence (Q9HC16 whole entry, looked up): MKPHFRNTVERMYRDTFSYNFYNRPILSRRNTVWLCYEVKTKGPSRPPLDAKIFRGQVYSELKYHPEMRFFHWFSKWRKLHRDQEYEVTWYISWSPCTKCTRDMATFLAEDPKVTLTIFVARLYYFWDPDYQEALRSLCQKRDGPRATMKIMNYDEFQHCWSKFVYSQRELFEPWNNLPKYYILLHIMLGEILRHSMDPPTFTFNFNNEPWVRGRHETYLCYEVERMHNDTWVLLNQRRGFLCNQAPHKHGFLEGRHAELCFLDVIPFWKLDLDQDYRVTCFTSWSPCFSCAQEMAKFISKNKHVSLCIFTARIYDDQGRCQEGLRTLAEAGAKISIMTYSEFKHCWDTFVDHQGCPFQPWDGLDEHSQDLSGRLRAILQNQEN
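Read-out is eYFP fluorescence (Ex 488/Em 500-530) from Vif-expressing HeLa A3G-eYFP cells; more signal means A3G escaped Vif-mediated degradation. Cells plated overnight, compound pinned in, incubated overnight at 37 deg C.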
D1 PAM: potentiators of human D1 dopamine receptor. hit rate 0.036% among 360,000. HEK293 TREx D1 cells, calcium flux, dopamine EC20 potentiation. potentiation, % at 10 µM. AID 504651; in the data active means potentiation above about 30%; further: 0% is about no effect
Target sequence (P21728 whole entry, looked up): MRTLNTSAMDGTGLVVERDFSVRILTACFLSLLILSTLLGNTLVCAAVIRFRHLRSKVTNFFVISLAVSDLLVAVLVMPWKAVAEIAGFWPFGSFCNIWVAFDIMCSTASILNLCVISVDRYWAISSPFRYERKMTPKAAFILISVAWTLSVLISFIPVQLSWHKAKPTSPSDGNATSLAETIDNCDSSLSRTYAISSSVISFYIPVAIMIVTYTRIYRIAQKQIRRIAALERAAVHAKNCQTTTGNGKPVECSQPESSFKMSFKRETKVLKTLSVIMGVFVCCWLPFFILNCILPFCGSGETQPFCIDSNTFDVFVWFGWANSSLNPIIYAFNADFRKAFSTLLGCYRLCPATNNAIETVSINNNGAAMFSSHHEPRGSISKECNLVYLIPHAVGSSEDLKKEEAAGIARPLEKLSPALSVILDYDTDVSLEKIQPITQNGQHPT
D1 agonist: activates the human D1 dopamine receptor; HEK293 T-REx D1 cells, calcium flux, agonist mode; activation, % at 2 µM; hit rate 1% among 360,000; in the data active means activation above about 30%; further: 0% is about no effect
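Agonism was scored from calcium flux recorded over 180 s (1 read/s) after pintool compound addition, following a 10-cycle baseline. Cells were inducible force-coupled HEK293 TREx D1, plated overnight at 30 C and loaded with no-wash calcium dye.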
RXFP1 antagonist: RXFP1 (human) relaxin receptor antagonism; Q9HBX9; HEK293-RXFP1, relaxin-stimulated cAMP HTRF, 30 min; stronger effect = lower value; activity change, negative = inhibition, % at 57.5 µM; hit rate 0.59% among 350,000;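 active means activity change of -60% or lower, but not beyond a set lower limit; inconclusive means change between -60% and -40%, or beyond the set limit; inactive means change above -40%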; further: on the % scale 0 is the no-effect control and ±100 the full control effect
D2 potentiator: D2 dopamine receptor (human) potentiation. potentiation, % at 10 µM. AID 485347. HEK293 T-REx D2, calcium flux, EC20 dopamine potentiation. hit rate 0.34% among 340,000;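 active means potentiation over 3 SD above the plate norm, cut at about 30% in these data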; further: 0% is about no effect
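Using a no-wash calcium dye in inducible, force-coupled HEK293 Trex cells expressing D2, we tracked fluorescence each second for 180 s after compound, then for 180 s after EC20 dopamine to detect augmented signalling.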
D1 antagonist: human D1 dopamine receptor antagonism | P21728 | HEK293 TREx D1 cells, calcium flux, dopamine EC80; stronger effect = lower value | activity change, negative = inhibition, % at 10 µM | hit rate 3.2% among 360,000; in the data active means activity change below about -30%; further: on the % scale 0 is the no-effect control and ±100 the full control effect
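Tetracycline-induced HEK293 Trex D1 cells, force-coupled to calcium, dye-loaded; compounds added and read 180 s, then EC80 dopamine added and calcium flux tracked kinetically another 180 s.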
An asterisk follows results filed as active; ? = inconclusive; . = not tested or not shown. Unless noted, the call rests on the fitted dose curve; in most records, active means well fitted curve in the direction sought with a large enough effect; inconclusive means small, poorly fitted or top-dose-only effect, or another doubt; inactive means no such curve, though single readings can be large; an effect the other way counts as inactive or inconclusive.

#1 O=C(c1cccc(S(=O)(=O)N2CCCCCC2)c1)N1CCN(c2ccccc2F)CC1
#2 Cc1sc2ncnc(N[C@@H](CCC(=O)O)C(=O)O)c2c1C
#3 Cc1cc(NS(=O)(=O)c2ccc(NC(=S)NC(=O)c3ccccc3)cc2)no1
#4 COc1ccc(S(=O)(=O)N(C)C[C@H]2OCCCC[C@@H](C)Oc3ccc(NC(=O)CCC(F)(F)F)cc3C(=O)N([C@H](C)CO)C[C@@H]2C)cc1
#5 C=CCn1c(-c2ccccc2)nc(=S)c2c1CC(C)(C)OC2
#6 Cc1ccc(NC(=O)CN2C(=O)CCc3cc(S(=O)(=O)N4CCOCC4)ccc32)cc1F
#7 Cc1ccc(-c2nn(CCC(=O)NCC3CCCO3)c(=O)c3ccccc23)cc1 (centres undefined)
#8 COc1ccc(C2=C(C)C(=O)N(Cc3ccc(C(=O)Nc4ccc(C)c(C)c4)cc3)S2(=O)=O)cc1
entry no.	1	2	3	4	5	6	7	8
RXFP1 agonist	-2.3%	8.6%	-1.1%	.	2.9%	3.3%	3.2%	2.1%
Vif-APOBEC3F blk	-22%	6%	-2%	-10%	-3%	-6%	-10%	.
GRP78 ERSR act	-2%	-7%	1%	-3%	1%	-3%	-1%	.
Vif-APOBEC3G blk	1%	0%	-8%	-3%	1%	1%	1%	.
D1 PAM	6	-3	7	.	3	0	3	0
D1 agonist	2	2	3	.	1	1	2	6
RXFP1 antagonist	-37	-15	6	3	-9	.	1	-6
D2 potentiator	1	-7	2	.	2	0	-7	8
D1 antagonist	8	-6	5	.	0	1	8	6

#9 Cc1ccc(S(=O)(=O)N2C(=O)c3cccc4cccc2c34)cc1
#10 COc1cc(NC(=O)c2nc3cc(C)c(C)cc3n(C)c2=O)cc(OC)c1OC
#11 Cc1ccc(S(=O)(=O)Nc2ccc(C(N)=O)cc2)cc1[N+](=O)[O-]
#12 CS(=O)(=O)N1CCC(C(=O)NCc2ccc(F)cc2Cl)CC1
#13 Cc1ccc(C(=O)C2C(c3cccs3)NC(=O)NC2(O)C(F)(F)F)cc1 (centres undefined)
#14 NNC(=O)c1ccc(CSc2nc3ccccc3s2)cc1
#15 O=C(O)CNC(=O)c1ccc(NC(=O)/C(=C/c2ccccc2)NC(=O)c2ccccc2)cc1
#16 Cc1ccc(Sc2ccc(CO)cc2[N+](=O)[O-])cc1
entry no.	9	10	11	12	13	14	15	16
RXFP1 agonist	1.4%	8.4%	-3.0%	0.9%	0.4%	0.4%	-4.3%	-0.9%
Vif-APOBEC3F blk	-6%	-1%	1%	-4%	3%	10%	-11%	-4%
GRP78 ERSR act	-6%	-2%	-2%	-2%	-2%	3%	-4%	6%
Vif-APOBEC3G blk	-27%	-2%	-2%	1%	0%	3%	0%	-4%
D1 PAM	-4	1	-2	-4	1	-4	-4	-6
D1 agonist	3	12	1	2	-2	6	3	2
RXFP1 antagonist	-1	.	?	-6	8	-11	11	-18
D2 potentiator	11	16	4	3	-3	11	-1	0
D1 antagonist	-7	15	4	-12	9	.	9	-27

#17 CC1(C(=O)Nc2ccc3ccccc3c2)CC1(Br)Br (centres undefined)
#18 COc1ccc(CNc2nc(SCc3ccc(Cl)cc3)nc3ccccc23)cc1
#19 CC(=O)C(C(C)=O)c1cc(NS(=O)(=O)c2ccccc2)ccc1NS(=O)(=O)c1ccccc1
#20 O=C(NC1CCCC1)C(c1ccccc1F)N(C(=O)c1csnn1)c1ccccc1 (centres undefined)
#21 CCOC(=O)c1cc(-c2ccc(F)cc2)n(CC(=O)NCc2ccc(OC)cc2)c1C
#22 COc1ccc(/C=N\NC(=O)CC(=O)Nc2cccc(Cl)c2)cc1OC
#23 Cc1ccc2c(c1)-c1c(ssc1=S)C(C)(C)N2C(=O)CN1C(=O)c2ccccc2C1=O
#24 C=CCn1c(O)c(N=Nc2ccccc2C)c2ccccc21
entry no.	17	18	19	20	21	22	23	24
RXFP1 agonist	-0.9%	4.0%	-4.4%	16%	-1.7%	-0.5%	0.1%	0.2%
Vif-APOBEC3F blk	-8%	1%	-19%	8%	0%	1%	1%	-4%
GRP78 ERSR act	8%	-3%	-2%	-2%	-5%	-1%	-5%	-2%
Vif-APOBEC3G blk	0%	-2%	1%	-6%	-4%	-2%	2%	0%
D1 PAM	1	0	-3	-2	-2	0	-1	-1
D1 agonist	2	5	2	-1	1	-1	1	11
RXFP1 antagonist	-8	6	-33	8	-8	-12	-11	-11
D2 potentiator	2	4	4	-11	-7	-7	-5	-6
D1 antagonist	-1	15	9	22	-4	-51*	24	-4

#25 COc1ccc2c(c1)c(C(C)=O)c(C)n2C
#26 COc1ccc(-c2nnc(SCC(=O)/C(C#N)=C(\C)N)o2)cc1
#27 COc1ccc(OC)c(/C=N/NC2=NS(=O)(=O)c3ccccc32)c1
#28 Cc1nc([N+](=O)[O-])cn1CC(O)c1ccc(Cl)cc1 (centres undefined)
#29 Cc1cccc(NC(=O)C(=O)NCCc2csc(-c3ccc(C(F)(F)F)cc3)n2)c1C
#30 CC(=O)Nc1ccc(S(=O)(=O)Nn2cnnc2)cc1
#31 CN(CC(=O)Nc1cccc(F)c1)C(=O)c1ccc(-n2cncn2)c([N+](=O)[O-])c1
#32 COc1ccc(O)c(C2Nc3ccccc3-n3c(-c4ccccc4)c4c(=O)n(C)c(=O)n(C)c4c32)c1 (centres undefined)
entry no.	25	26	27	28	29	30	31	32
RXFP1 agonist	-2.2%	4.8%	1.7%	-0.4%	7.1%	0.1%	0.8%	-1.7%
Vif-APOBEC3F blk	6%	-8%	-13%	3%	0%	0%	-5%	-15%
GRP78 ERSR act	-5%	2%	-1%	-1%	-4%	-2%	-5%	-3%
Vif-APOBEC3G blk	0%	-3%	-1%	-7%	0%	-7%	-1%	?
D1 PAM	4	-7	-2	-2	0	-5	-6	-1
D1 agonist	2	8	2	1	1	2	-1	2
RXFP1 antagonist	9	14	5	1	-1	-5	-1	19
D2 potentiator	-2	-22	6	1	2	0	6	-7
D1 antagonist	1	-26	-11	-1	-14	-3	-40*	5

Ordered by heavy-atom count (largest number first): three of the compounds above
#32 COc1ccc(O)c(C2Nc3ccccc3-n3c(-c4ccccc4)c4c(=O)n(C)c(=O)n(C)c4c32)c1 (centres undefined)
#26 COc1ccc(-c2nnc(SCC(=O)/C(C#N)=C(\C)N)o2)cc1
#25 COc1ccc2c(c1)c(C(C)=O)c(C)n2C
entry no.	32	26	25
RXFP1 agonist	-1.7%	4.8%	-2.2%
Vif-APOBEC3F blk	-15%	-8%	6%
GRP78 ERSR act	-3%	2%	-5%
Vif-APOBEC3G blk	?	-3%	0%
D1 PAM	-1	-7	4
D1 agonist	2	8	2
RXFP1 antagonist	19	14	9
D2 potentiator	-7	-22	-2
D1 antagonist	5	-26	1

(listing goes on)
#33 O=C(Nc1cccc(C(=O)N2CCOCC2)c1)c1ccccc1Br
#34 O=C(CCc1ccc(Oc2cc([N+](=O)[O-])cc([N+](=O)[O-])c2)cc1)N1CCCCCC1
#35 O=c1cc(CSc2n[nH]c(=O)n2C2CC2)c2ccc(O)cc2o1
#36 Cc1ccc(CN2CCSc3ccc(C(=O)NCc4ccco4)cc32)cc1
#37 COc1ccc(CCNC(=O)c2cc3c(=O)n4ccccc4nc3n(C3CCCCC3)c2=N)cc1
#38 O=C1CC(c2ccco2)CC2=C1C=Nc1ccccc1N2 (centres undefined)
#39 CC(C)c1ccc(NC(=O)C2CCN(S(=O)(=O)c3ccc4c(c3)C(C)(C)C(=O)N4C)CC2)cc1
#40 CCCCOC(=O)n1c(=O)oc2ccc(S(=O)(=O)N3CCCCC3)cc21
entry no.	33	34	35	36	37	38	39	40
RXFP1 agonist	-1.6%	-0.6%	1.2%	8.3%	2.9%	2.3%	0.1%	-1.9%
Vif-APOBEC3F blk	-12%	-18%	-3%	-23%	-8%	2%	0%	-28%
GRP78 ERSR act	-4%	-5%	-6%	0%	-4%	-2%	-3%	-5%
Vif-APOBEC3G blk	-1%	-2%	-4%	-5%	0%	-5%	3%	-4%
D1 PAM	-4	-4	-7	-4	5	-3	-4	11
D1 agonist	2	9	1	-1	0	8	3	9
RXFP1 antagonist	-3	22	13	-3	5	4	.	-1
D2 potentiator	5	-5	-3	-8	6	-6	1	3
D1 antagonist	1	-4	10	-8	-9	6	-1	3

#41 Nc1c(-c2ccccc2)cnn1-c1cccc([N+](=O)[O-])c1
#42 CCCN(CC(=O)Nc1ccccc1C)C(=O)/C=C/c1ccc(OC)c(OC)c1
#43 COc1ccc(CCNC(=O)c2nc(-c3cccs3)no2)cc1OC
#44 Cc1ccc(C(=O)NCC(=O)N2CCCCCCC2)cc1
#45 Cc1c(Cl)ccc2sc(N3CCN(C(=O)C4CC4)CC3)nc12
#46 Cc1cc(C)cc(OCC(=O)NNC(=O)c2ccccn2)c1
#47 Cc1cccc(NC(=O)CCc2nc3sc4c(c3c(=O)[nH]2)CCCC4)n1
#48 COc1ccc(Cc2nc3ccc(C(=O)NCCc4ccc(Cl)cc4)cc3o2)cc1
#49 Cn1c(C(C(=O)NCC2CCCO2)N(C(=O)Cn2nnc3ccccc32)C2CCCCC2)nc2ccccc21 (centres undefined)
#50 COC(=O)[C@@]1(Cc2ccc(F)cc2)[C@H]2c3cc(C(=O)N4CCCC4)n(CCc4ccc(O)c(O)c4)c3C[C@H]2CN1C(=O)c1ccccc1
#51 CC(C)(C)c1ccc(C(=O)NCCC(=O)NNC(=O)COc2ccccc2F)cc1
entry no.	41	42	43	44	45	46	47	48	49	50	51
RXFP1 agonist	-0.4%	.	0.8%	-1.8%	0.6%	1.1%	0.5%	-0.2%	0.1%	1.0%	.
Vif-APOBEC3F blk	10%	1%	-1%	6%	1%	-5%	-13%	1%	2%	.	-6%
GRP78 ERSR act	2%	-4%	-2%	1%	2%	-2%	-4%	-2%	2%	.	-2%
Vif-APOBEC3G blk	2%	3%	4%	2%	4%	1%	0%	-1%	1%	.	0%
D1 PAM	.	.	-3	-1	0	-1	-2	0	-1	-5	.
D1 agonist	.	.	19	0	8	2	-2	23	1	-1	.
RXFP1 antagonist	-6	-5	-10	3	.	-5	-25	-7	-2	.	-13
D2 potentiator	.	.	4	-3	-6	-6	5	-14	.	-25	.
D1 antagonist	.	.	-19	20	.	-38*	13	-9	-16	-21	.

This is a subset; the hit share may differ from the screen's.
